Screens as filed in PubChem.
miR-122 sensor: miR-122 inhibition in Huh7 cells; Huh7 miR-122 Renilla luciferase sensor, 48 h; neutral wells = 0, positive control = 100; activation (reporter increase), % at 12.5 µM; hit rate 0.3% among 340,000; AID 602342;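 active = mean replicate activation score at least 90 and every replicate individually at or above 90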;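 note: higher luciferase means less miR-122 activity so hits act as miR-122 inhibitors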
* marks the source's active call; other numbers are inactive results. Only part of the results is shown; count on the stated rates, not on these rows.

How did COc1ccc(-c2noc(-c3ccccc3C(=O)Nc3cccnc3)n2)cc1OC do in these assays?
miR-122 sensor: 0

What do the screens show for `Cc1occc1-c1nnc(SCC(=O)N2CCOCC2)n1Cc1ccco1`?
miR-122 sensor: 7

Results for CCOC(=O)Cc1csc(NC(=O)c2sc3nc4ccc(C)cc4cc3c2N)n1 ?
miR-122 sensor: 1

What do the screens show for `COc1cccc(-c2cc(C(=O)N3CCN(c4ncccn4)CC3)c3ccccc3n2)c1`?
miR-122 sensor: 3

What do the screens show for `Cc1ccc(NC(=O)CC2CS(=O)(=O)CC2CC(=O)Nc2ccc(C)c(C)c2)cc1C` (configuration not stated)?
miR-122 sensor: -2

Results for COc1ccc(-c2cc(C(F)(F)F)nc(N3CCCCC3)n2)cc1OC ?
miR-122 sensor: -7

How did C#CCOCCOCCOCCNc1nc(N2CCN(C(=O)[C@H](Cc3ccc(O)cc3)n3cc(C(N)CC(C)C)nn3)CC2)nc(N2CCN(C(=O)[C@H](CCC(=O)O)n3cc(C(N)[C@H](C)CC)nn3)CC2)n1 (some centres not stated) do in these assays?
miR-122 sensor: -5

What do the screens show for `COc1cccc(-c2nnc(-c3ccc(C(F)(F)F)cc3)o2)c1`?
miR-122 sensor: -9

Results for CC(C)(C)c1ccc(Cn2nnc3c(=O)[nH]c(C4CCN(C(=O)Cc5cccs5)CC4)nc32)cc1 ?
miR-122 sensor: -2

Results for NC(=O)CSc1nnnn1-c1ccc2c(c1)OCCO2 ?
miR-122 sensor: 0

What do the screens show for `Cc1sc2ncnc(N[C@@H](CCC(=O)O)C(=O)O)c2c1C`?
miR-122 sensor: -2

What do the screens show for `CCN(CC(=O)Nc1cccc(Br)c1)Cc1nc2ccccc2c(=O)[nH]1`?
miR-122 sensor: -5

Entries shown so far containing fluorine, in the order listed:
Results for COc1ccc(-c2cc(C(F)(F)F)nc(N3CCCCC3)n2)cc1OC ?
miR-122 sensor: -7

What do the screens show for `COc1cccc(-c2nnc(-c3ccc(C(F)(F)F)cc3)o2)c1`?
miR-122 sensor: -9

More entries follow:
What do the screens show for `COC(=O)c1ccc(C(=O)OC)c(NC(=S)N2CCN(c3ccc(F)cc3)CC2)c1`?
miR-122 sensor: -7

What do the screens show for `Cc1ccc(-n2ncc3c(=O)n(CC(=O)N4CCCc5ccccc54)cnc32)cc1C`?
miR-122 sensor: -7

What do the screens show for `Cc1ccc(C)c(-c2nnc(NC(=O)Cc3ccc(F)cc3)o2)c1`?
miR-122 sensor: 5

What do the screens show for `COc1ccc2cnn(-c3ccccc3C)c(=O)c2c1OC`?
miR-122 sensor: -2

Results for Cc1c(Cl)cccc1NC(=S)NCCC(C)C ?
miR-122 sensor: 82

What do the screens show for `Cc1ccc(-c2cc(C(=O)Nc3c(C)n(C)n(-c4ccccc4)c3=O)[nH]n2)c(O)c1`?
miR-122 sensor: 0

What do the screens show for `O=C(CN1CCN(c2ccccn2)CC1)NC1CCCCC1`?
miR-122 sensor: 4

Results for O=C(Nc1cccnc1)c1cccnc1 ?
miR-122 sensor: -4

How did Cc1ccc(C2CC(=O)c3cnc(NC(=O)c4ccco4)nc3C2)cc1 (configuration not stated) do in these assays?
miR-122 sensor: -4

What do the screens show for `CCN(Cc1ccccc1)C(=O)COC(=O)c1n[nH]c2ccccc12`?
miR-122 sensor: -4

How did Cc1cccc(NCc2cc(Cl)cc(Cl)c2O)n1 do in these assays?
miR-122 sensor: 5

Results for CC(=O)Nc1ccc(S(=O)(=O)NCCc2ccc(F)cc2)cc1 ?
miR-122 sensor: 16

Results for CCCCC(=O)Nc1sc2c(c1C#N)CC(C)(C)OC2 ?
miR-122 sensor: -17

How did COCCN1Cc2cccc(C(=O)Nc3cc(OC)ccc3OC)c2C1=O do in these assays?
miR-122 sensor: -5

How did COc1cc(OC)c(C2C3=C(CCCC3=O)Nc3nc4ccccc4n32)cc1OC (configuration not stated) do in these assays?
miR-122 sensor: -11

Results for O=C(N/C=C\c1ccccc1)NCc1ccc(Cl)cc1 ?
miR-122 sensor: -6

How did CCOc1ccc2nc(SCC(=O)c3ccc(Cl)s3)sc2c1 do in these assays?
miR-122 sensor: 0

How did O=c1c2ccccc2nc(/C=C/c2ccc(O)cc2)n1CCc1ccccc1 do in these assays?
miR-122 sensor: 54

How did CC(=O)NC1Sc2ccccc2N=C1c1ccccc1 (configuration not stated) do in these assays?
miR-122 sensor: 6

How did CCOc1ccccc1C(=O)N1CCC(n2nnc3cc(C(F)(F)F)ccc32)CC1 do in these assays?
miR-122 sensor: 0

How did Cc1ccc(C(=O)NCC(=O)NCC(=O)OCC(=O)c2ccc([N+](=O)[O-])cc2)cc1 do in these assays?
miR-122 sensor: -7

What do the screens show for `CCCCCCN1Cc2ccccc2C1`?
miR-122 sensor: -3

How did Cc1cccc(C)c1NC(=O)CCS(=O)(=O)c1cccc2nsnc12 do in these assays?
miR-122 sensor: 18

Results for CCOc1ccccc1C1C(C(N)=O)=C(C)Nc2nc(-c3ccccc3Cl)nn21 (configuration not stated) ?
miR-122 sensor: 2

What do the screens show for `CCSc1nnc(NC(=O)Cc2cccc(OC)c2)s1`?
miR-122 sensor: -1

What do the screens show for `O=C(NCCN1CCN(c2ccccc2)CC1)C1CCN(S(=O)(=O)c2cccs2)CC1`?
miR-122 sensor: -5

Results for Cc1ccccc1-c1nc(-c2ccc(NC(=O)c3ccc4c(c3)OCO4)cc2)no1 ?
miR-122 sensor: 13

How did Cc1nn(-c2ccccc2)c(C)c1NC(=O)COc1ccc(Br)cc1Cl do in these assays?
miR-122 sensor: 5

Results for COc1cc2c3c(c1OC)C1(C=CC(=O)C=C1)CC3N(C(=O)c1ccccc1)CC2 (configuration not stated) ?
miR-122 sensor: -1

How did c1ccc(-c2ccnc3nc(N4CCN(c5ccccc5)CC4)nn23)cc1 do in these assays?
miR-122 sensor: 0

Results for O=C(O)c1cccc(OCc2ccccc2Cl)c1 ?
miR-122 sensor: 3

Results for CCc1cc2c(=O)nc3n(c2s1)Cc1ccccc1/C3=C(/O)c1ccccc1Cl ?
miR-122 sensor: -4

How did Cc1cccn2c(=O)c3cc(C(N)=S)c(=N)n(CCCOC(C)C)c3nc12 do in these assays?
miR-122 sensor: -3

Results for Clc1cc(NCc2cccs2)ccc1N1CCOCC1 ?
miR-122 sensor: 3

How did COC(=O)c1ccc(NC(=O)c2ccc(F)cc2)o1 do in these assays?
miR-122 sensor: 11

Results for CC(=O)NCCSC(=O)c1ccc(F)cc1 ?
miR-122 sensor: -2

What do the screens show for `O=C(Nc1ccc(N2CCOCC2)c(Cl)c1)c1c(F)c(F)c(F)c(F)c1F`?
miR-122 sensor: -2

How did CCOCCCNC(=O)c1c[nH]c2cc(C)ccc2c1=O do in these assays?
miR-122 sensor: -12

How did CCOC(=O)c1c(-c2cccs2)csc1NC(=O)COC(=O)c1c(C)noc1C do in these assays?
miR-122 sensor: 28

What do the screens show for `CCOc1ccc(NS(=O)(=O)c2ccc3[nH]cc(C(=O)NC(C)CC)c(=O)c3c2)cc1` (configuration not stated)?
miR-122 sensor: 2

Results for Cc1ccc(NC(=O)c2ccccc2-c2ccc(C(F)(F)F)cc2)cc1S(=O)(=O)N1CCOCC1 ?
miR-122 sensor: 21

How did CCn1c(CSc2nnc3ccccn23)nc2cc(C(=O)O)ccc21 do in these assays?
miR-122 sensor: -3

Results for O=Cc1c(N2CCN(c3cccc(Cl)c3)CC2)nc2ccccn2c1=O ?
miR-122 sensor: 9

How did O=S(=O)(NCCOCCNS(=O)(=O)c1ccccc1)c1ccccc1 do in these assays?
miR-122 sensor: 1

How did N[C@@]12CCc3nonc3[C@]1(O)CC(c1ccccc1)=[N+]2[O-] do in these assays?
miR-122 sensor: -1

How did COc1ccc(C2CC(c3cccc(OC)c3OC)n3nnnc3N2)cc1 (configuration not stated) do in these assays?
miR-122 sensor: 23

What do the screens show for `c1ccc(CN2c3ccccc3-c3nc4ccccc4n3C2c2ccccn2)cc1` (configuration not stated)?
miR-122 sensor: 10

Results for CCOc1ccc(CCNC(=O)c2nnn(CC(=O)Nc3ccc(C)cc3)c2N)cc1OCC ?
miR-122 sensor: 10

Compounds above that contain a furan ring, fused or not (3):
What do the screens show for `Cc1occc1-c1nnc(SCC(=O)N2CCOCC2)n1Cc1ccco1`?
miR-122 sensor: 7

How did Cc1ccc(C2CC(=O)c3cnc(NC(=O)c4ccco4)nc3C2)cc1 (configuration not stated) do in these assays?
miR-122 sensor: -4

How did COC(=O)c1ccc(NC(=O)c2ccc(F)cc2)o1 do in these assays?
miR-122 sensor: 11

Fetched one by one from the list above (2):
Results for Clc1cc(NCc2cccs2)ccc1N1CCOCC1 ?
miR-122 sensor: 3

How did Cc1nn(-c2ccccc2)c(C)c1NC(=O)COc1ccc(Br)cc1Cl do in these assays?
miR-122 sensor: 5

(next part)
How did CS(=O)(=O)Nc1ccc(C(=O)NCC2CCCO2)cc1 (configuration not stated) do in these assays?
miR-122 sensor: 0

How did O=C(NCc1ccc2c(c1)OCO2)c1cc(-c2ccccc2)on1 do in these assays?
miR-122 sensor: 16

Results for O=c1[nH]c(SCc2n[nH]c(=S)n2-c2ccccc2)nc2ccccc12 ?
miR-122 sensor: 2

What do the screens show for `CC1(C)CC(=O)C/C(=N/NC(=O)CCCOc2ccc(Cl)cc2Cl)C1`?
miR-122 sensor: -8

How did COc1ccc(-c2c3c(=O)n(C)c(=O)n(C)c3cn2N2CCOCC2)cc1 do in these assays?
miR-122 sensor: 4

Results for CCOc1cc(CNCCO)cc(Br)c1OCc1ccc(Cl)cc1Cl ?
miR-122 sensor: -6

What do the screens show for `O=C1CC(C(=O)Nc2ccccc2)N=C(N2CCOCC2)N1` (configuration not stated)?
miR-122 sensor: -6

How did Cc1cc(C)nc(SCc2ccc3nonc3c2)n1 do in these assays?
miR-122 sensor: 0

What do the screens show for `CC1=C(C(=O)OCC(C)C)C(c2ccsc2)NC(=O)N1` (configuration not stated)?
miR-122 sensor: -4

How did COc1ccccc1N1CCN(C(c2ccccc2)c2nnnn2CCc2ccccc2)CC1 (configuration not stated) do in these assays?
miR-122 sensor: -1

What do the screens show for `Cn1nnc2c(N3CCCCC3)nccc21`?
miR-122 sensor: 51

Results for COc1ccc(-n2c(SCCC#N)nnc2-c2cc(Cl)ccc2OC)cc1Cl ?
miR-122 sensor: 56

Results for N#Cc1ccc(NC(=O)COC(=O)C2Cc3ccccc3CN2C(=O)c2ccccc2)cc1 (configuration not stated) ?
miR-122 sensor: 1

How did Cc1cccc(C)c1Nc1nnc(SCC(=O)NC(=O)c2cccn2C)s1 do in these assays?
miR-122 sensor: -2

Results for CCSc1nnc(-c2c[nH]c3ccccc23)o1 ?
miR-122 sensor: -3

What do the screens show for `O=C(O)c1cccnc1SC1CC(=O)N(Cc2ccccc2)C1=O` (configuration not stated)?
miR-122 sensor: -2

How did c1ccc(-n2cnnc2SCc2cn3cccnc3n2)cc1 do in these assays?
miR-122 sensor: 4

Results for O=C(Nc1ccccc1)c1ccccc1O ?
miR-122 sensor: 1

How did Cc1cc(NC(=O)CCC(=O)N(Cc2ccco2)C(C)(C)C(=O)NC2CCCCC2)no1 do in these assays?
miR-122 sensor: -10

What do the screens show for `C=CCn1c(COc2ccccc2)nnc1SCC(=O)Nc1ccc2c(c1)OCCO2`?
miR-122 sensor: 3

What do the screens show for `N#CC1=C(N)Oc2n[nH]c(-c3cccs3)c2C1c1cccnc1` (configuration not stated)?
miR-122 sensor: 0

Results for COc1ccc(C(C)NC(=S)NC2CCCC2)cc1OC (configuration not stated) ?
miR-122 sensor: -6

What do the screens show for `O=C(CCC1CCCCC1)Nc1c2c(nn1-c1ccc(F)cc1)CS(=O)C2` (configuration not stated)?
miR-122 sensor: -4

Results for COC(=O)c1sc(NC(=O)CSc2nncs2)c(C(=O)OC)c1C ?
miR-122 sensor: -2

What do the screens show for `NC(=O)CC(c1ccccc1)c1ccco1` (configuration not stated)?
miR-122 sensor: -1

What do the screens show for `O=C(COC(=O)c1ccccc1NC(=O)c1ccco1)Nc1ccc2c(c1)OC(F)(F)O2`?
miR-122 sensor: 4

What do the screens show for `CCNC(=S)NNC(=O)c1ccccn1`?
miR-122 sensor: 0

Results for Cc1ccc(-c2nnc(SCC#N)n2N)cc1 ?
miR-122 sensor: -6

Results for O=C(O)C1CCCN(S(=O)(=O)c2ccc(Br)cc2)C1 (configuration not stated) ?
miR-122 sensor: 0

Results for N#Cc1cc(-c2ccccc2)cnc1Sc1ccccc1 ?
miR-122 sensor: -2

How did OCCN(Cc1ccccc1)CC1CC=CCC1 (configuration not stated) do in these assays?
miR-122 sensor: 3

What do the screens show for `O=C(CC(=O)NCc1cccnc1)NCc1cccnc1`?
miR-122 sensor: 0

What do the screens show for `CCSc1nccc(-c2nn(-c3ccc(C)cc3)ccc2=O)n1`?
miR-122 sensor: 10

How did CCOC(=O)CSc1nnc(NC(=O)c2cccc(S(=O)(=O)N3CCCCCC3)c2)s1 do in these assays?
miR-122 sensor: 7

What do the screens show for `C=CCn1c(CSc2nc3ccccc3s2)n[nH]c1=S`?
miR-122 sensor: -4

How did CCn1c(=O)c(C(=O)CN2CCOCC2)c(N)n(Cc2ccccc2)c1=O do in these assays?
miR-122 sensor: -1

Sorted by molecular weight (lowest first): some entries from above.
Results for Cc1ccc(-c2nnc(SCC#N)n2N)cc1 ?
miR-122 sensor: -6

What do the screens show for `CCSc1nccc(-c2nn(-c3ccc(C)cc3)ccc2=O)n1`?
miR-122 sensor: 10

How did CCn1c(=O)c(C(=O)CN2CCOCC2)c(N)n(Cc2ccccc2)c1=O do in these assays?
miR-122 sensor: -1

(further entries)
Results for CS(=O)(=O)N(CC(=O)Nc1ccc2c(c1)OCCO2)Cc1ccc(Cl)cc1 ?
miR-122 sensor: 2

What do the screens show for `CCOC(=O)C1=C(C)Nc2ncnn2C1c1cccs1` (configuration not stated)?
miR-122 sensor: -4

What do the screens show for `COc1cc(C(C#N)N2CCCCC2)ccc1O` (configuration not stated)?
miR-122 sensor: -6

What do the screens show for `Cc1cc(OC(=O)c2cc(Cl)nc3ccccc23)ccc1Cl`?
miR-122 sensor: 8
